Source: PubChem
TNAP activators: human TNAP enzyme activators, primary screen, biochemical, luminescent, no phosphate acceptor, uHTS (AID 1001); 200,000 compounds, 0.03% hits; Alkaline phosphatase, tissue-nonspecific isozyme (Homo sapiens); one-dose activation fold at 20 µM; EC50 in µM for titrated hits; purified TNAP, luminescent activation assay, no phosphate acceptor; higher activation fold means a stronger effect; in the data active means activation fold from about 3, or a potency from the dose series; inactive means the rest, 99 in 100 with activation fold below about 1.6; further: many of its hits are not listed in these tables
LYP phosphatase: inhibitors of LYP phosphatase, biochemical, fluorescence intensity, uHTS (AID 1779) | Tyrosine-protein phosphatase non-receptor type 22 (Homo sapiens) | recombinant LYP phosphatase, fluorescence intensity; higher % means a stronger effect | inhibition, % at 11.5 µM; hits with a dose series show IC50 in µM | 290,000 compounds, 0.054% hits;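 further: plate controls were vehicle with enzyme for no effect and no enzyme for full effect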
P. falciparum M17LAP: P. falciparum M17LAP inhibitors, primary screen, biochemical, fluorogenic H-Leu-NHMec substrate, 1536-well (AID 1619); Leucine aminopeptidase (Plasmodium falciparum (isolate 3D7)); 220,000 compounds, 0.38% hits; inhibition, % at 30 µM, or IC50 in µM where a hit was titrated; recombinant M17LAP, H-Leu-NHMec fluorogenic kinetic assay; higher % means a stronger effect;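 active means compound inhibiting the enzyme by more than half at any dose during confirmatory dose-response retesting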;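 further: plate controls were full reaction with DMSO carrier for no effect and no enzyme background for full effect; strong numbers were not always called active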
Myeloid diff MLP: induction of myeloid progenitor differentiation, primary screen, cell-based, flow cytometry, MLPCN library | calls only at 10 µM | AID 624256, 2012 | 360,000 compounds, 1% hits | ER-HoxA9 myeloid progenitors, lysozyme-GFP differentiation;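 active means normalized GFP-positive differentiation at or above the plate's own cutoff, the solvent-only control mean plus 3 SD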;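 further: cells exposed to compound for four days before flow analysis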
human PMI inhibitors: human PMI inhibitors, high substrate, primary screen, biochemical, fluorescence intensity, high mannose 6-phosphate (AID 1220). recombinant PMI enzyme, coupled fluorescence intensity; higher % means a stronger effect. 190,000 compounds, 0.66% hits. one-dose inhibition, % at 20 µM; IC50 in µM for titrated hits
human PMI inhibition: inhibitors of human PMI, primary screen, biochemical, fluorescence intensity, coupled assay (AID 1209) | Mannose-6-phosphate isomerase (Homo sapiens) | one-dose inhibition, % at 20 µM; IC50 in µM for titrated hits | purified PMI enzyme, coupled fluorescence intensity; higher % means a stronger effect | 190,000 compounds, 0.42% hits;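 further: plate controls were DMSO vehicle for no effect and wells lacking substrate for full effect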
CSM14.1 death rescue: rescue of cells from ER stress-induced death, primary screen, 384-well, CSM14.1, thapsigargin, ATP luminescence (AID 1222); CSM14.1 thapsigargin-induced death rescue, ATP luminescence; higher % means a stronger effect; cellular ATP content (survival), % at 20 µM; hits with a dose series show EC50 in µM; 190,000 tested, under 10 active;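 active means EC50 below 50 µM in the dose-response confirmation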;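 further: death triggered by thapsigargin at about 15 µM added after 2 h compound pretreatment; cell ATP read after overnight thapsigargin exposure of roughly 18 to 22 hours; normalized against plate controls of thapsigargin alone and 5% DMSO vehicle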
P. falciparum M1AAP: P. falciparum M1AAP inhibitors, biochemical, fluorogenic H-Leu-NHMec substrate, 1536-well (AID 1445) | Aminopeptidase N (Plasmodium falciparum (isolate 3D7)) | recombinant M1AAP, H-Leu-NHMec fluorogenic kinetic assay; higher % means a stronger effect | inhibition, % at 30 µM, or IC50 in µM where a hit was titrated | 220,000 compounds, 0.42% hits;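 active means primary inhibition above the hit cutoff, then over 50% inhibition at one or more dose response concentrations, cut at about 23% in these data, passing the limit was not always enough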;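 further: plate controls were DMSO full reaction for no effect and no enzyme background for full effect; strong numbers were not always called active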
XIAP antagonists: XIAP antagonists, biochemical, IAP family, fluorescence polarization (AID 1018) | E3 ubiquitin-protein ligase XIAP (Homo sapiens) | XIAP BIR domain, fluorescence polarization peptide displacement; higher % means a stronger effect | one-dose displacement, % at 20 µM; IC50 in µM for titrated hits | 200,000 compounds, 0.007% hits; in the data active means displacement above about 50%; further: a part of the inactive calls stands beside numbers as strong as those of hits
Myeloid diff MLP GFP+ MAC1+ %: second read-out of Myeloid diff MLP, no call of its own (marks repeat the call); GFP+ MAC1+ double positive, %; measured here: differentiation confirmed by MAC1 staining
Starred values were filed as active, the others as inactive; i = inactive; . = not tested or not shown. Unless noted, no stated cut-off is given here; in the data, active means inhibition above about 50%; inactive means the rest.

Under each structure: TNAP activators	LYP phosphatase	P. falciparum M17LAP	Myeloid diff MLP	Myeloid diff MLP GFP+ MAC1+ %	human PMI inhibitors	human PMI inhibition	CSM14.1 death rescue	P. falciparum M1AAP	XIAP antagonists
- Cc1ccn2c(Nc3ccccc3C)c(-c3ccccn3)nc2c1
→ 1.3	-4%	6%	i	0.6	4%	-6%	-0.5%	-5%	1.9%
- CCOc1cc(N2CCOCC2)c(OCC)cc1NC(=O)CN1C(=O)NC(C)(C2CC2)C1=O (stereo not drawn)
→ 1.1	-5%	3%	i	0.2	10%	2%	-1.9%	4%	-4.8%
- COc1ccc2[nH]c(=O)c(C(c3nnnn3CC3CCCO3)N3CCCCC3)cc2c1 (stereo not drawn)
→ 1.1	-4%	-12%	i	0.4	11%	6%	-0.7%	4%	-2.2%
- O=C(COc1ncnc2sccc12)NC1CCS(=O)(=O)C1 (stereo not drawn)
→ .	-1%	10%	i	0.4	.	.	.	41%	.
- Cc1cccc(C(=O)OCC(=O)NCC(C)C)c1O
→ 1.2	-2%	-1%	i	0.2	-6%	-3%	-1.9%	7%	-1.5%
- O=C(/C=C/Nc1cccc(O)c1)c1ccccc1
→ 1.1	-4%	13%	i	4.8	10%	9%	-6.3%	2%	-5.0%
- CCOC(=O)c1sc2ncn(/N=C/c3ccc(O)cc3)c(=O)c2c1C
→ 1	4%	26%	i	0.7	9%	2%	4.2%	-1%	-3.7%
- CC(C)(C)C1CC=C2C(C#N)=C(N)C(C#N)(C#N)C(c3cccs3)C2C1 (stereo not drawn)
→ 1.1	-4%	.	.	.	6%	10%	-0.9%	.	-8.8%
- Cc1ccc(-c2nc3sc(C(N)=O)c(N)c3c3c2CCCC3)cc1
→ 1.1	-2%	9%	i	0.1	-135%	-56%	-5.4%	5%	-3.4%
- COc1ccc(N2C(=O)CCC(C(=O)c3ccccc3)=C2C)cc1
→ 1.1	0%	8%	i	2.7	2%	-8%	0.6%	11%	-6.4%

(listing goes on)
Under each structure: TNAP activators	LYP phosphatase	P. falciparum M17LAP	Myeloid diff MLP	Myeloid diff MLP GFP+ MAC1+ %	human PMI inhibitors	human PMI inhibition	CSM14.1 death rescue	P. falciparum M1AAP	XIAP antagonists
- Cc1ccc(SCC(=O)N2N=CCC2c2ccccc2)cc1 (stereo not drawn)
→ 1.2	-4%	-1%	i	0.1	4%	8%	-1.3%	1%	-1.7%
- CN1CCN(c2nc(Nc3ccccc3)nc(N)c2[N+](=O)[O-])CC1
→ .	-2%	6%	i	0.4	.	.	.	9%	.
- O=C(N/N=C/c1cc(Br)cc(Br)c1O)c1cccc(S(=O)(=O)N2CCOCC2)c1
→ .	4%	2%	i	1.7	.	.	.	29%	.
- Cc1cccc(NC(=S)NCc2ccc3[nH]c4c(c3c2)CCCC4)c1
→ 1.3	2%	7%	i	4.6	3%	-3%	5.7%	2%	2.6%
- CCNc1nc(Oc2ccc(=O)n(C)n2)nc(N2CCOCC2)n1
→ 1.1	-1%	-3%	i	0.6	10%	12%	-3.1%	0%	-3.4%
- CC(C)(C)c1nn2cnnc2n(/N=C/c2ccccc2)c1=O
→ 1.2	-7%	12%	i	0.7	-4%	4%	7.5%	-4%	-5.4%
- COc1ccccc1C(=O)Nc1ccc2c(c1)OCO2
→ 1.1	-5%	3%	i	0.6	2%	2%	-2.0%	1%	-0.2%
- CCOC(=O)Cn1c2ccccc2c2nc(C)sc21
→ 1.1	-3%	-1%	i	0.7	13%	-11%	-5.9%	10%	3.3%
- C=C(C)CN1C(=O)C(O)(CC(=O)c2ccc3c(c2)OCCO3)c2ccccc21 (stereo not drawn)
→ 1.1	4%	8%	i	1.3	3%	8%	-2.1%	3%	-3.5%
- COc1ccc(NC(=O)c2[nH]ncc2[N+](=O)[O-])cc1
→ 1.4	-7%	73%	i	0.2	-5%	-11%	-0.2%	7%	-3.0%

More results:
Under each structure: TNAP activators	LYP phosphatase	P. falciparum M17LAP	Myeloid diff MLP	Myeloid diff MLP GFP+ MAC1+ %	human PMI inhibitors	human PMI inhibition	CSM14.1 death rescue	P. falciparum M1AAP	XIAP antagonists
- COc1ccc(CNc2nc(-c3cccnc3)nn2C(=O)c2ccco2)cc1
→ 0.9	0%	-2%	i	1.3	9%	13%	-3.9%	3%	0.5%
- CCC(C)/C(C)=N/NC(=O)c1ccccc1OCCOc1ccccc1 (stereo not drawn)
→ 1.1	3%	0%	i	0.1	6%	6%	1.0%	-1%	-5.4%
- Cc1c(C(=O)NCc2cccnc2)oc2ccc(S(=O)(=O)N3CC(C)CC(C)C3)cc12 (stereo not drawn)
→ 1.1	1%	13%	i	2.0	8%	14%	.	18%	-1.2%
- CC1=Cc2ccccc2C(C#N)N1C(=O)c1ccccc1 (stereo not drawn)
→ 1	-8%	-12%	i	0.7	-4%	-14%	-1.6%	6%	-9.6%
- COc1ccc(C(CC(=O)O)n2cnnn2)cc1 (stereo not drawn)
→ 1	-9%	7%	i	0.0	-6%	-13%	-2.7%	17%	-4.2%
- CC(Oc1ccc(C#N)cc1)C(=O)c1ccc(F)c(F)c1 (stereo not drawn)
→ 1	-4%	8%	i	0.6	1%	3%	1.2%	-2%	-8.0%
- COc1ccc(N2CSC3=C(C#N)C(c4ccc(OC)c(OC)c4)CC(=O)N3C2)c(OC)c1 (stereo not drawn)
→ 1.1	-8%	3%	i	2.0	-9%	39%	-0.8%	6%	-2.7%
- Cc1ccc(NC2=NCC(Cc3ccc(Br)cc3)S2)cc1 (stereo not drawn)
→ 1.1	0%	.	i	0.7	12%	10%	-3.2%	.	1.8%
- CC(C)(C)n1nnnc1C(c1cccnc1)N1CCOCC1 (stereo not drawn)
→ 1	-8%	1%	i	0.6	8%	11%	-0.1%	-3%	-1.2%
- CCOC(=O)N1CCC(NC(=O)c2ccc3c(c2)N(C)CCS3)CC1
→ 1.1	-8%	-48%	i	12	55%*	13%	-1.0%	4%	-7.8%

(further entries)
Under each structure: TNAP activators	LYP phosphatase	P. falciparum M17LAP	Myeloid diff MLP	Myeloid diff MLP GFP+ MAC1+ %	human PMI inhibitors	human PMI inhibition	CSM14.1 death rescue	P. falciparum M1AAP	XIAP antagonists
- CN(CC(=O)N1CC(=O)N(CCc2ccccc2)C(=O)C1)S(=O)(=O)c1cccc2nsnc12
→ 1.2	-4%	6%	i	0.7	3%	2%	0.5%	3%	-7.7%
- O=C(CNCc1ccncc1)Nc1cc(S(=O)(=O)N2CCCCC2)ccc1Cl
→ 1.1	-2%	3%	i	0.3	-89%	-44%	1.0%	2%	-13%
- O=C(NCc1ccco1)c1cccc(NS(=O)(=O)c2ccccc2F)c1
→ 1	1%	12%	i	0.2	-1%	8%	-2.6%	8%	-15%
- FC(F)(F)c1cccc(N2CCN(C(=S)NC3CCCC3)CC2)c1
→ 1.1	-2%	-2%	i	0.5	11%	11%	-0.2%	0%	0.4%
- Cc1cc(N2CCOCC2)ccc1/C=C1\SC(=O)N(C(C)C)C1=O
→ 0.9	-1%	4%	i	0.0	-2%	-14%	1.2%	10%	-2.0%
- Cc1ccc(S(=O)(=O)N2CCC(=O)N(CCOC(=O)Nc3cc(C)cc(C)c3)CC2)cc1
→ 1.1	-1%	4%	i	1.8	11%	13%	-5.6%	3%	-5.5%
- CNC(=O)c1nc(C)n(-c2cc(Cl)ccc2Cl)n1
→ 1.1	-7%	9%	i	1.6	-2%	-1%	-1.1%	7%	-7.2%
- CCOC(=O)CSC(CC)C(=O)Nc1nnc(C(C)C)s1 (stereo not drawn)
→ 1	-2%	21%	i	1.6	5%	8%	-1.7%	-1%	-4.9%
- O=C(NCC1CCCO1)C1CCC(=O)N1Cc1ccccc1Cl (stereo not drawn)
→ 1	-5%	5%	i	1.0	4%	11%	0.4%	-2%	-5.1%
- c1ccc(CN2CCOCC2)cc1
→ 1.1	-6%	-12%	i	0.5	-6%	-3%	-1.7%	6%	-4.0%

(listing goes on)
Under each structure: TNAP activators	LYP phosphatase	P. falciparum M17LAP	Myeloid diff MLP	Myeloid diff MLP GFP+ MAC1+ %	human PMI inhibitors	human PMI inhibition	CSM14.1 death rescue	P. falciparum M1AAP	XIAP antagonists
- CC(C)CNS(=O)(=O)c1ccc(C(=O)Nc2ccc3c(c2)OCCO3)cc1
→ 1.1	-2%	13%	i	6.1	-4%	-2%	-2.4%	0%	-4.4%
- c1cncc(-c2nnc3sc(C4CCCCC4)nn23)c1
→ 1	-4%	7%	i	0.4	15%	17%	1.9%	9%	-4.4%
- COc1ccc(CN(Cc2cc3cccc(C)c3n3nnnc23)C(=O)N2CCOCC2)cc1
→ 1	-1%	-1%	i	0.5	3%	10%	2.0%	-1%	-5.9%
- COc1ccc(C2C(C(=O)c3cccs3)=C(O)C(=O)N2c2nncs2)cc1 (stereo not drawn)
→ 1.2	-8%	32%	i	1.2	-58%	-10%	0.6%	3%	-0.7%
- COc1ccc(CNC(=O)CCCN2C(=O)c3ccccc3C2=O)cc1
→ 1.1	-9%	4%	i	0.3	3%	6%	-1.8%	1%	1.3%
- Cc1ccc(-c2csc(NC(=O)c3cccc([N+](=O)[O-])c3)n2)cc1
→ 1.1	-5%	15%	i	0.5	-4%	-14%	-1.8%	1%	-4.0%
- COC(=O)c1ccccc1NC(=O)NCCc1ccc(OC)c(OC)c1
→ 1.2	-3%	-4%	i	0.2	-6%	-1%	-1.3%	3%	-1.7%
- Cc1ccc(C)c(Nc2nc3nonc3nc2N2CCOCC2)c1
→ 1.1	-7%	16%	i	0.7	3%	1%	-1.4%	10%	-2.6%
- Cc1ccc2nc(Cl)c(C3CC(c4cccs4)=NN3S(C)(=O)=O)cc2c1 (stereo not drawn)
→ 1.1	8%	-1%	i	0.3	-15%	4%	-3.4%	3%	-2.4%
- O=C(Nc1ccc(Br)c(C(F)(F)F)c1)c1ccc(C(F)(F)F)cc1
→ .	5%	-3%	i	0.0	.	.	.	-1%	.
- O=C(O)C1CCCCC1C(=O)NCCCN1CCOCC1 (stereo not drawn)
→ 1.1	-11%	-1%	i	1.0	-19%	-22%	-0.8%	1%	0.8%
- O=C(/C=C/c1ccccc1)Nc1cc(S(=O)(=O)N2CCOCC2)ccc1N1CCCC1
→ 1.1	3%	5%	i	0.7	9%	-6%	5.3%	4%	-2.4%
- CCOC(=O)c1c(C)nc2sc3c(=O)n(-c4ccc(C(C)=O)cc4)cnc3c2c1-c1ccc(OC)cc1
→ 1.1	7%	-1%	i	0.5	12%	22%	0.3%	-1%	-19%

Just human PMI inhibitors, for 2 of the compounds above:
smiles	human PMI inhibitors
O=C(O)C1CCCCC1C(=O)NCCCN1CCOCC1 (stereo not drawn)	-19%
O=C(/C=C/c1ccccc1)Nc1cc(S(=O)(=O)N2CCOCC2)ccc1N1CCCC1	9%
